TRHR agonist: qHTS for Small Molecule Agonists and Allosteric Enhancers of Human TRH Receptor: Primary Screen for Agonists | Thyrotropin-releasing hormone receptor (Homo sapiens), P34981 | TRHR cells, calcium flux fluo-8, FDSS agonist mode | activation, % at 2 µM | AID 493084, 2011 | 360,000 tested, 0.18% active; in the data active means activation above about 30%; further: 0% is about no effect
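Agonist-mode FDSS calcium read (Ex 480/Em 530, 1 s cycles) in 1536-well TRHR cells with fluo-8 dye, after 10-cycle baseline and 23 nL compound addition; TRH at EC20 (10 nM final) added afterwards for the enhancer phase.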
D2 antag: HTS Assay for Allosteric Antagonists of the Human D2 Dopamine Receptor: Primary Screen for Antagonists; 340,000 tested, 2% active; inhibition, % at 10 µM; HEK293 TREx D2 cells, calcium flux, dopamine EC80; D(2) dopamine receptor (Homo sapiens), P14416; AID 485344, 2010; in the data active means inhibition above about 30%; further: 0% is about no effect
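Calcium flux kinetic readout in an inducible HEK293 TREx D2 line plated overnight at 30 C. After 180 s compound exposure, an EC80 dopamine challenge follows with another 180 s kinetic read to detect antagonism.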
PI4K2A inh: qHTS for small molecular inhibitors of PI4K2A. Phosphatidylinositol 4-kinase type 2-alpha (Homo sapiens), Q9BTU6. purified PI4K2A, ADP-Glo luminescence, 1 h; stronger effect = lower value. activity change, negative = inhibition, % at 76.9 µM. 420,000 tested, 0.13% active. AID 1346378, 2018; in the data active means activity change below about -50%; inconclusive means mostly about -30% to -49%;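 further: -100% = wells without enzyme as full effect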
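ADP-Glo luminescence measured ADP generated by PI4K2A enzyme (4 ug/mL before mixing) with 1.2 mM PI substrate (pre-mix) and 300 microM ATP (pre-mix). Tris pH7.5 buffer with MgCl2, Triton X-100; 1 h reaction at ambient temperature.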
D2 ag: HTS Assay for Allosteric Agonists of the Human D2 Dopamine Receptor: Primary Screen for Agonists; HEK293 T-REx D2 cells, calcium flux agonist mode; D(2) dopamine receptor (Homo sapiens), P14416; AID 485358, 2010; 340,000 tested, 0.53% active; activation, % at 2 µM;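 active means activation over 3 SD above normal in the single-dose calcium agonist read, cut at about 30% in these data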; further: 0% is about no effect
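Tetracycline-induced HEK293 T-REx cells with force-coupled D2 receptor, plated overnight at 30 C, loaded with no-wash calcium dye. After a 10 s baseline, compound was pin-added and calcium flux read kinetically for 180 s; calcium rises flagged agonists.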
USP1 inh: Inhibitors of USP1/UAF1: Primary Screen. recombinant USP1/UAF1, Ub-Rhodamine cleavage fluorescence. Potency, µM (top dose mostly 57.1 µM), inactives show top-dose activity change, negative = inhibition, actives largely listed as inhibitors. 390,000 tested, 0.23% active. AID 743255, 2014; further: potency means the concentration at half of the fitted maximal effect; on the % scale 0 is the no-effect control and ±100 the full control effect; nearly all actives have a fitted effect of over 60% in size; inactives centre near -12
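USP1/UAF1 complex at 1 nM was preincubated with compound for 15 min at room temperature, then Ub-Rho substrate (150nM final) was added. Fluorescence (480/540 nm) was read kinetically, 6 reads every 60 seconds.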
mIDH1 inhibitor: qHTS for Inhibitors of mutant isocitrate dehydrogenase 1 (IDH1): qHTS; IDH1-R132H enzyme, NADPH consumption, diaphorase/resazurin fluorescence; Potency, µM (titrated, usually from 76.6 µM), without a hit: at the top dose activity change, negative = inhibition, hits mostly inhibitors; 390,000 tested, 0.093% active; AID 602179, 2012; further: potency means the concentration at half of the fitted maximal effect; on the % scale 0 is the no-effect control and ±100 the full control effect; nearly all actives have a fitted effect of over 65% in size
Target sequence (O75874 whole entry R132H, stated change not applied): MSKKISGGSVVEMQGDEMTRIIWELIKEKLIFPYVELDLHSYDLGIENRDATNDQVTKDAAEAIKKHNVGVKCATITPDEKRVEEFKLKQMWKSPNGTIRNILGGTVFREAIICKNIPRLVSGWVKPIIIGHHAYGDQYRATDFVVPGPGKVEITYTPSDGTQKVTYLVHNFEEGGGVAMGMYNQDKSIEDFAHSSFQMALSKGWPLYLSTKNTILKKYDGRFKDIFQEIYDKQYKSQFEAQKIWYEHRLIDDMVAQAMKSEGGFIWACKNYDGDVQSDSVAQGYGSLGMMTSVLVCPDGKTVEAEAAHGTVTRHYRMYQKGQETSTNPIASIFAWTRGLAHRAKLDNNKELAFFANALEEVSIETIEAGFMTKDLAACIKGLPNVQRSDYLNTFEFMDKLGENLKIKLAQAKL
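IDH1-R132H (0.5 ug/mL) preincubated 30 min with compound, then NADPH (0.016 mM) and alpha-KG (2 mM) added; 80 min at RT, pH 7.5. Remaining NADPH coupled via diaphorase/resazurin to fluorescence (540/590 nm); concentration-response curves normalized to no-enzyme control.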
TRHR enhancer: qHTS for Small Molecule Agonists and Allosteric Enhancers of Human TRH Receptor: Primary Screen for Enhancers. Thyrotropin-releasing hormone receptor (Homo sapiens), P34981. TRHR cells, fluo-8 calcium fluorescence, EC20 TRH enhancement. enhancement, % at 2 µM. 360,000 tested, 0.66% active. AID 493056, 2011; in the data active means enhancement above about 30%; further: 0% is about no effect
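TRHR-expressing cells loaded with fluo-8 calcium dye were read kinetically (ex 480/em 530) during compound addition, then stimulated with an EC20 of TRH (10 nM final). Enhancement of the Gq-mediated intracellular calcium response was scored.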
TrxR1 substrate: qHTS Assay for Substrates of Mammalian Selenoprotein Thioredoxin Reductase 1 (TrxR1): qHTS | Thioredoxin reductase 1, cytoplasmic (Rattus norvegicus), O89049 | purified TrxR1 substrate turnover, NADPH consumption readout | Potency, µM (doses to about 114 µM), for the others: top-dose activity change, negative = substrate turnover | 390,000 tested, 0.01% active | AID 588456, 2011; further: potency means the concentration at half of the fitted maximal effect; on the % scale 0 is the no-effect control and ±100 the full control effect; nearly all actives have a fitted effect of over 50% in size
Target sequence (O89049 whole entry, looked up): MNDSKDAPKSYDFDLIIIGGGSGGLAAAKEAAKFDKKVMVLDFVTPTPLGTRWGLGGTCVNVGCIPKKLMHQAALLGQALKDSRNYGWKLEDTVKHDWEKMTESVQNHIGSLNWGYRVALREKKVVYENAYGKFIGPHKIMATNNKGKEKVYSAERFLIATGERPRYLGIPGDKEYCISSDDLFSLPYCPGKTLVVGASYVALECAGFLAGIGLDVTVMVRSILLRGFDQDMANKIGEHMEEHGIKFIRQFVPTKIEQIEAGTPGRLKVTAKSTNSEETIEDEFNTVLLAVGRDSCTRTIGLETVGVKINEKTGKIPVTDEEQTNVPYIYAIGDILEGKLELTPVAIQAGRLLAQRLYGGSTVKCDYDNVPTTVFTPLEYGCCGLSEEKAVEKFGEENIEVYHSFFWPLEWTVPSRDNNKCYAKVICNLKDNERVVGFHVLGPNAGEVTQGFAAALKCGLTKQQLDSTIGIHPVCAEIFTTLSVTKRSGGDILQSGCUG
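Rat TrxR1, dispensed at 90 nM, was prereduced with 400 uM NADPH (final) for 5 min at ~22 deg C, then incubated with compound 15 min before 400 uM selenite. A first-read NADPH fluorescence drop versus no-compound background flagged substrates.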
rTrxR1 inhibitor: qHTS Assay for Inhibitors of Mammalian Selenoprotein Thioredoxin Reductase 1 (TrxR1): qHTS; Thioredoxin reductase 1, cytoplasmic (Rattus norvegicus), O89049; recombinant rTrxR1, NADPH fluorescence consumption, selenite substrate; Potency, µM (series often up to 114 µM), without a hit: at the highest dose activity change, negative = inhibition, most hits filed as inhibitors; 390,000 tested, 1% active; further: potency means the concentration at half of the fitted maximal effect; on the % scale 0 is the no-effect control and ±100 the full control effect; nearly all actives have a fitted effect of over 65% in size
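Rat TrxR1 (90 nM in the dispensed reagent) was pre-reduced with 400 uM NADPH for 5 min at room temperature, then incubated with compound for 15 min. After 400 uM selenite was added, NADPH fluorescence (Ex 340/Em 450 nm) was followed for 8 min.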
* hit, by the source's call; ? = inconclusive; . = no result given; & = joins results of further samples; [ ] = another dose, or the depositor's remark. Unless noted, the call rests on the fitted dose curve; in most records, active means well fitted inhibition curve with a large enough effect; inconclusive means small, poorly fitted or top-dose-only effect; inactive means no such curve, though single readings can be large or run the other way.

SMILES	TRHR agonist	D2 antag	PI4K2A inh	D2 ag	USP1 inh	mIDH1 inhibitor	TRHR enhancer	TrxR1 substrate	rTrxR1 inhibitor
COC(=O)c1nnn(CC(=O)NC(=O)Nc2cccc(C)c2C)c1C(=O)OC	2.2&2.0	-13	-3&1	5.6	-9%&0%	-8%&0%	1&-3	-6%	6%
COc1cccc(N2CCN(CC(=O)NCc3ccccc3)CC2)c1	-0.2	11	0	-0.1	-19%	2%	-2	7%[57.1 µM]	9%[57.1 µM]
CC1CCN(c2ccc(-c3nc(-c4ccccc4)no3)cc2[N+](=O)[O-])CC1	-1.3	.	-1	-1.7	6%	0%	-4	-3%	19%
O=C(O)CC(Cc1ccc(Br)cc1)C(=O)Nc1ccccc1 (stereo unspecified)	0.3	-8	0	-1.2	-12%	13%	-1	4%	7%
CC1CC(C)CN(S(=O)(=O)CC23CCC(CC2=O)C3(C)C)C1 (stereo unspecified)	-2.0	7	-3	0.2	-22%	2%	-3	0%	7%
Cc1cc(C)c(C#N)c(SCC(=O)c2ccc(Cl)cc2Cl)n1	0.8	17	0	-0.8	-24%	7%	5	-1%	31%
N/C(Cc1nc(-c2ccc(F)cc2)cs1)=N\O	-0.3	3	1	-0.3	-22%	1%	0	3%	15%
O=C(COc1ccc(-c2nnco2)cc1)N1CCOCC1	.	.	0	.	7%	1%	.	-8%	-2%

Arranged by value in TrxR1 substrate (descending): three from the list above.
SMILES | TRHR agonist | D2 antag | PI4K2A inh | USP1 inh | TRHR enhancer | TrxR1 substrate | rTrxR1 inhibitor
N/C(Cc1nc(-c2ccc(F)cc2)cs1)=N\O | -0.3 | 3 | 1 | -22% | 0 | 3% | 15%
CC1CC(C)CN(S(=O)(=O)CC23CCC(CC2=O)C3(C)C)C1 (stereo unspecified) | -2.0 | 7 | -3 | -22% | -3 | 0% | 7%
O=C(COc1ccc(-c2nnco2)cc1)N1CCOCC1 | . | . | 0 | 7% | . | -8% | -2%

Other entries follow.
SMILES	TRHR agonist	D2 antag	PI4K2A inh	D2 ag	USP1 inh	mIDH1 inhibitor	TRHR enhancer	TrxR1 substrate	rTrxR1 inhibitor
CC(C)c1nc(NCc2ccccc2)c(C#N)c2c1CCCC2	-0.3	10	3	0.2	-13%	2%	-6	15%	10%[57.1 µM]
O=C(/C=C/c1ccccc1)N(c1ccccn1)C1CCCCC1	-0.8	21	2	34*	-12%	0%	-2	-1%	6%
COc1cccc(C2c3[nH]c4ccccc4c3CCN2CCCn2cccn2)c1 (stereo unspecified)	-0.5	.	-1	.	-24%	-1%	13	4%[57.1 µM]	5%[57.1 µM]
Cc1ccc(NC(=O)CSc2nnc(Cc3cccn3C)n2-c2ccc(F)cc2)c(C)c1	-0.7	0	1	-0.8	-16%	0%	-13	4%[57.1 µM]	-7%[57.1 µM]
Fc1ccc(NCc2ccccc2-c2nnc(-c3ccccc3Cl)o2)cc1Cl	0.2	.	-1	1.1	-24%	-5%	-2	-1%	3%
CCOC(=O)C1CCCN(CC(=O)/C=C2/N(C)c3ccccc3C2(C)C)C1 (stereo unspecified)	0.5	-8	-9	-0.5	-17%	7%	-6	7%	-12%
Cn1cc(Cl)cc(C(=O)Nc2ccccc2)c1=O	0.3	-27	1	0.0	-18%	16%	7	-8%	8%
NC(=O)c1ccsc1NC(=O)CS(=O)(=O)c1ccccc1	-0.1	-10	8	-1.0	-8%	6%	2	2%	6%

SMILES	TRHR agonist	D2 antag	PI4K2A inh	D2 ag	USP1 inh	mIDH1 inhibitor	TRHR enhancer	TrxR1 substrate	rTrxR1 inhibitor
CCCOc1ccc(/C(O)=C2/C(=O)C(=O)N(CCCN3CCOCC3)C2c2ccncc2)cc1 (stereo unspecified)	1.0	-4	.	1.2	.	.	-5	.	.
Nc1ccccc1C(=O)Nc1nccs1	-0.2	-23	0	-1.5	-13%	1%	7	111%[activator]	-7%
O=C(NC1CCCC1)C(c1ccccc1F)N(C(=O)c1csnn1)c1ccccc1 (stereo unspecified)	1.1	8	1	0.4	-12%	?	5	8%[57.1 µM]	21%[57.1 µM]
COc1ccc(-c2cc(C(=O)Nc3ccc(S(=O)(=O)Nc4ncccn4)cc3)c3ccccc3n2)cc1	-1.0	8	-5	-0.6	-6%	?	2	18%	-13%
CCOC(=O)c1c(/N=C/c2cc(C)ccc2O)sc2c1CCN(C)C2	0.8	-13	-3	0.7	-6%	1%	-1	-5%[57.1 µM]	-8%[57.1 µM]
Cc1cc(C(=O)NCCN2CCOCC2)c2ccccc2n1	.	.	-4	.	-10%	-3%	.	0%	29%
Cc1ccc(S(=O)(=O)NCCC(=O)OCC(=O)NCCc2ccccc2)cc1C	-0.5	-2	5	0.5	-14%	-4%	-11	-1%	11%
CCOC(=O)C(=O)/C(C#N)=C/Nc1ccccc1	-0.2	-14	7	0.4	-21%	2%	-2	-5%	?

SMILES	TRHR agonist	D2 antag	PI4K2A inh	D2 ag	USP1 inh	mIDH1 inhibitor	TRHR enhancer	TrxR1 substrate	rTrxR1 inhibitor
CC/C(C)=N/Nc1nc(-c2cc3cccc(OC)c3oc2=O)cs1	-1.6	2	-25	-0.1	1%	-5%	-5	-3%[57.1 µM]	-12%[57.1 µM]
O=C(O)C1CC=CCC1C(=O)Nc1ccc(F)c(F)c1 (stereo unspecified)	0.5	2	4	-0.2	-8%	8%	-1	3%[57.1 µM]	8%
COC(=O)c1c(O)c2c([nH]c1=O)CCCC2	0.2	-4	1	-0.2	-2%	1%	9	9%[57.1 µM]	7%[57.1 µM]
CC[C@]12c3[nH]c4ccc(OC)cc4c3CCN1C(=O)C(CC(=O)NCc1cccc(C(F)(F)F)c1)C[C@@H]2C(=O)N1CCN(C(=O)c2ccco2)CC1 (stereo partly specified)	.	.	-3	.	-9%	-3%	.	1%	-10%
COc1ccc(C(C(=O)NC(C)(C)C)N(C(=O)CNC(=O)c2cccs2)c2ccc(NC(C)=O)cc2)cc1OC (stereo unspecified)	-0.8	-1	-26	0.2	0%	4%	14	8%[11.4 µM]	13%
Cc1ccc(-n2nc(C(=O)N3CCN(c4cccc(C(F)(F)F)c4)CC3)c(=O)n(C)c2=O)cc1	-0.2	.	2	0.4	-26%	5%	-3	1%[57.1 µM]	21%[57.1 µM]
Cc1nc(-c2ccccc2)sc1C(=O)CSc1ccc(Cl)cc1	0.9	2	-6	1.4	-19%	8%	-3	-5%[57.1 µM]	11%[57.1 µM]
Cc1ccnc(NC(=O)Nc2ccc(F)cc2)c1	-0.1	14	-4	0.1	-15%	11%	1	5%	7%

SMILES	TRHR agonist	D2 antag	PI4K2A inh	D2 ag	USP1 inh	mIDH1 inhibitor	TRHR enhancer	TrxR1 substrate	rTrxR1 inhibitor
CCOC(=O)NC(=O)/C(C=Nc1ccc(Cl)c(Cl)c1Cl)=C(\C)O	-0.2	.	0	.	-1%	-7%	-5	-9%	6%
O=C(Cc1ccc(-n2cccc2)cc1)NCc1ccccc1Cl	-0.8	-7	-9	-1.1	-14%	-1%	0	1%	-3%
O=C(NCCc1nc(-c2ccccc2)cs1)c1ccc(Br)cc1	0.7	6	1	0.8	0%	8%	-2	4%[57.1 µM]	11%[57.1 µM]
COc1ccc(S(=O)(=O)N2CCN(C(=O)c3cccc(Cl)c3)CC2)cc1	-0.5	8	-7	0.0	-3%	-5%	-2	2%[57.1 µM]	-17%
C#CCNC(=O)C1=C[C@@H](c2coc3ccccc3c2=O)C[C@@H](OCCCCO)O1	-0.7	-6	-1	0.5	-8%	-7%	6	9%[57.1 µM]	10%[57.1 µM]
COc1cc(C)ccc1OCc1cc(C(=O)NC(C)Cn2cncn2)no1 (stereo unspecified)	-0.3	-2	-1	1.1	-16%	5%	-3	8%[57.1 µM]	21%[57.1 µM]
COc1ccccc1C(=O)N1c2ccccc2C(C)(c2ccc(Cl)cc2)CC1(C)C (stereo unspecified)	0.6	.	-4	0.3	?	-14%	-12	-2%	18%
C=CCN(C(=O)CCC(=O)O)C1CC(=O)N(c2ccc(OC)cc2)C1=O (stereo unspecified)	0.7	-3	-3	1.2	-13%	-6%	-2	-8%	-8%
O=C(C1CCCN(S(=O)(=O)c2cccs2)C1)N1CCN(C2CCCCC2)CC1 (stereo unspecified)	0.6	-8	-2	-0.5	2%	-5%	3	-7%	-6%[57.1 µM]

Source: PubChem
